# High-throughput results deposited in PubChem by The Scripps Research Institute Molecular Screening Center.
# TEAD-YAP inh: TEAD-YAP interaction inhibition | actives 1.4% (n = 640,000) | inhibition, % at 9.12 µM | HEK-TIYL cells, TEAD-Gal4/YAP UAS-luciferase luminescence; in the data active means inhibition above about 32%;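 further: 0% = median of test compound wells and 100% = reference inhibitor wells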
# FBW7 act: activators of human E3 ligase FBW7; normalized activity (activation), % at 26.1 µM; Q969H0; AID 1259310; AlphaScreen FBW7–phospho-cyclin E peptide binding, activator screen; actives 0.13% (n = 650,000); in the data active means normalized activity above about 1.9%;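 further: purified mutant Fbw7 with reduced substrate affinity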
# Target sequence (Q969H0 whole entry, looked up): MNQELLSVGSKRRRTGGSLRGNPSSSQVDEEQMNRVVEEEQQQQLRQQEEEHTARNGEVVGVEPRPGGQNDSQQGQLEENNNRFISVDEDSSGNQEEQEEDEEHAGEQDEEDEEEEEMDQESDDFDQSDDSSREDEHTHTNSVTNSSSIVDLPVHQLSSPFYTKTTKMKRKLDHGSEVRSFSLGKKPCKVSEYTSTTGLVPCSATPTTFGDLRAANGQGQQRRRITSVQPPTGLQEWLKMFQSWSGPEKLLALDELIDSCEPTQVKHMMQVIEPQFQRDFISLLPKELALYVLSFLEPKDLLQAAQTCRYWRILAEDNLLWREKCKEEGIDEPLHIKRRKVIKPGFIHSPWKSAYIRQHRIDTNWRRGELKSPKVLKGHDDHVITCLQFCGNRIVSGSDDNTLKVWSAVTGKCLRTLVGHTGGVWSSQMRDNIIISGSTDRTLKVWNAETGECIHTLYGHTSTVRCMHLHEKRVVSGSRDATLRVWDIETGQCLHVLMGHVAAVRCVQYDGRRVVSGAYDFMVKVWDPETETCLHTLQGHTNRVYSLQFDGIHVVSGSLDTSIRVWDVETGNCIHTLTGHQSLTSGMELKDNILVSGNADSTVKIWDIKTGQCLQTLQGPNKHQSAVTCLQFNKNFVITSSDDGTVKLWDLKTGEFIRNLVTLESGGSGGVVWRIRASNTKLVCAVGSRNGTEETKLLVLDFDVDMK
# GPR151 activ: human GPR151 activation | PathHunter beta-arrestin GPR151 cells, luminescence | activation, % at 11.2 µM | actives 1% (n = 650,000) | AID 1508602; in the data active means activation above about 4.9%;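 further: 0% = median of compound wells and 100% = cells with positive control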
# Target sequence (Q8TDV0 whole entry, looked up): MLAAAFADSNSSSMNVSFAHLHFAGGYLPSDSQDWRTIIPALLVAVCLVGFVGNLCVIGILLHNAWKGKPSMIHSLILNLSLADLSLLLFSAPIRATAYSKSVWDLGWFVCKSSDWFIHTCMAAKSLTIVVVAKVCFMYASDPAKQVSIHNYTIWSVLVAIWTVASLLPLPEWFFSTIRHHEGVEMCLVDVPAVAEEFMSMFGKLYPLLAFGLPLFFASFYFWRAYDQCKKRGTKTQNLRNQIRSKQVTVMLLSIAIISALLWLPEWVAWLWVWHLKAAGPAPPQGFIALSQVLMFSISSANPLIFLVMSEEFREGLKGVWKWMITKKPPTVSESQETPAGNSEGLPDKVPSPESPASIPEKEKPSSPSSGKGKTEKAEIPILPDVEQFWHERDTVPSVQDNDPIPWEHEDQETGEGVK
# MITF inh: human MITF inhibition, primary screen; AlphaScreen MITF homodimerization, bead proximity signal; AID 1259374; actives 0.91% (n = 650,000); inhibition, % at 2.6 µM; in the data active means inhibition above about 50%;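 further: 0% = vehicle wells with protein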
# * marks the source's active call; other numbers are inactive results; & = joins results of further samples.
SMILES,TEAD-YAP inh,FBW7 act,GPR151 activ,MITF inh
CCOC(=O)c1c(NC(=O)c2ccc(S(=O)(=O)N(CC)CC)cc2)sc2c1CCC2,0.2,0.0,0.3,7.8
NC(=O)c1ccc(NC(=O)Nc2ccc(F)cc2F)cc1,-26.9,0.1,-0.6,8.3
CS(=O)(=O)Nc1ccc(C2=NN(S(C)(=O)=O)C(c3c(F)cccc3Cl)C2)cc1 (stereo unspecified),-17.9,0.2,1.7,-9.9
CN(C)S(=O)(=O)c1cccc(C(=O)OCC(=O)NC(=O)C2COc3ccccc3O2)c1 (stereo unspecified),-5.7,0.0,3.2,11.5
COc1cc(/C=N/NC(=S)NC2CCCCC2)cc(OC)c1OC(C)=O,4.8,0.4,1.2,4.1
COc1ccc(CNC(=O)CN2C(=O)C(C)Oc3ccccc32)cc1 (stereo unspecified),-53.0,0.0,-1.0,18.6
O=C(NCc1ccco1)c1ccc(OCC(=O)C2CC2)cc1,-7.0,0.2,-0.7,-1.7
COc1ccc(C(=O)Cc2cc(OC)c(OC)cc2Br)cc1OC,-2.4,-0.1,0.8,-2.0
CCOC(=O)c1c(-c2ccccc2)csc1NC(=O)c1sc2cc(F)ccc2c1Cl,-6.5,0.0,0.6,-1.1
Nc1ccc(-c2nc3ccccc3n2CCCOc2ccccc2)cc1,0.7,0.7,-0.1,-2.6
CCN(CC)c1nc(NCCN2CCOCC2)nc(Nc2cc(OC)c(OC)c(OC)c2)n1,6.8&-4.0,-0.2&0.3,0.5&-1.0,-0.5&-12.7
COc1cc(/C=c2\sc3nc(-c4ccc(Br)cc4)nn3c2=O)ccc1OCCC(C)C,11.2,-0.1,1.4,11.4
Cc1ccc(NC(=O)COC(=O)c2ccc(NC(=O)CC#N)cc2)cc1F,-5.7,0.1,3.6,-14.3
Cc1nc2sccn2c1C(=O)NCc1cccc(C(F)(F)F)c1,-10.0,0.2,0.7,5.3
CCc1ccc(NC(=O)CSc2ncc(-c3ccccc3)n2C)cc1,5.3,-0.1,1.8,6.8
CCOC(=O)c1oc2cc(NC(=O)c3ccc(F)cc3)ccc2c1C,-20.1,-0.1,0.1,10.3
CCOc1ccc2c(c1)sc(=NC(=O)C(C)C)n2C,-57.0,0.0,1.2,5.2
CCOC(=O)c1cn2c3c(ccc(Cl)c3c1=O)OC(C)C2 (stereo unspecified),7.1,0.0,-0.6,8.7
CN(C)C(CNC(=O)CSc1ccc(F)cc1)c1ccccc1Cl (stereo unspecified),-4.1,-0.1,-0.9,13.8
Nc1nc(Nc2ccc3ncccc3c2)nc2c1ncn2-c1ccsc1,5.7,38.3*,-0.1,-13.7
COC(=O)c1ccc(COc2ccc(/C=N/N3CCOCC3)cc2)cc1,-31.2,-0.1,-1.2,-1.2
Cc1nnc(CN(C)C(=O)CC2C(=O)NCCN2Cc2ccccc2C)o1 (stereo unspecified),3.8,-0.1,0.5,5.5
CC(C)c1nnc(SCc2cccc(Br)c2)n1N,-1.1,-0.2,-0.1,-3.0
O=[N+]([O-])c1cc(-c2nnc(-c3ccccc3)o2)ccc1Cl,-2.4,-0.1,0.9,6.2
CC1=NN(c2cccc(Cl)c2)C(=O)/C1=C/c1ccc(-c2ccccc2[N+](=O)[O-])o1,-6.3,-0.2,-0.5,4.4

# Random excerpt: 4 compounds from above, in no set order.
SMILES,TEAD-YAP inh,FBW7 act,GPR151 activ,MITF inh
Nc1nc(Nc2ccc3ncccc3c2)nc2c1ncn2-c1ccsc1,5.7,38.3*,-0.1,-13.7
O=C(NCc1ccco1)c1ccc(OCC(=O)C2CC2)cc1,-7.0,0.2,-0.7,-1.7
Cc1ccc(NC(=O)COC(=O)c2ccc(NC(=O)CC#N)cc2)cc1F,-5.7,0.1,3.6,-14.3
CCc1ccc(NC(=O)CSc2ncc(-c3ccccc3)n2C)cc1,5.3,-0.1,1.8,6.8

# Carrying on:
SMILES,TEAD-YAP inh,FBW7 act,GPR151 activ,MITF inh
CCCCc1cc(=O)oc2c(C)c(OCC(N)=O)ccc12,-5.0,0.1,-0.8,15.4
O=[N+]([O-])c1ccc(N2CCCC2)cc1N1CCc2ccccc2C1,73.1*,-0.1,0.1,-11.8
COc1ccc(OCC(O)CN(CCO)CCO)cc1 (stereo unspecified),9.2,0.0,-0.2,-0.2
O=C(CN1C(=O)C(=O)N(C2CCCC2)C1=O)NCCc1ccc(F)cc1,9.6,0.1,0.7,10.7
CCOC(=O)c1c(NC(=O)COc2ccc(F)cc2)sc(C)c1C,-3.2,-0.1,0.5,-6.7
CCC(=O)Oc1ccc2c(C)c(CC)c(=O)oc2c1,2.9,0.1,0.6,10.8
Cc1ccccc1-n1nc2c(c1NC(=O)c1ccccc1Cl)CSC2,1.8,0.0,0.4,-26.0
O=C(c1ccc[n+]([O-])c1)N1CCC2(CC1)CC2C(=O)N1CCc2ccccc2C1 (stereo unspecified),-1.0,-0.1,-1.0,1.1
CC(=O)OCCN1C(=O)c2ccccc2C1=O,4.7,0.2,0.5,2.7
CCC(C)n1c(=N)c(C(=O)NCCc2ccccc2)cc2c(=O)n3cc(C)ccc3nc21 (stereo unspecified),12.4,1.1,-1.4,4.6
COCCCNc1nc(-c2ccc([N+](=O)[O-])cc2)nc2ccccc12,16.4,0.0,-1.8,-1.6
Cc1c(C(=O)N2CCN(c3cccc(Cl)c3)CC2)sc2ncnc(N3CCN(c4ccccc4F)CC3)c12,-6.1,-0.5,1.2,19.0
CCOc1ccccc1OCCOCCOc1cccc2cccnc12,7.6,0.2,0.5,10.9
COc1cccc(/C=N/NC(=O)c2ccccc2Cl)c1OC,-6.8,0.2,0.4,5.6
O=C(COc1cccc(Cl)c1)Nc1ncc(Cc2ccccc2)s1,1.5,-0.1,0.7,13.1
CCOC(=O)c1c(NC(=O)CSc2nnc(CNC(=O)c3ccc([N+](=O)[O-])cc3)n2Cc2ccccc2)sc2c1CCCCC2,-1.2,0.2,-0.7,10.1
CCn1c(CN2CCc3c(nc(N4CCOCC4)[nH]c3=O)C2)nc2ccccc21,-2.3,0.1,1.1,-22.5
COc1ccc2nc(N3CCOCC3)[nH]c2c1,-39.7,-0.1,-2.4,-3.1
OCCC1CN(C2CCN(Cc3ccco3)CC2)CCN1Cc1ccccc1F (stereo unspecified),8.7,-0.2,-0.6,-7.7
CC(C)(C)C(=O)CCN1C(=O)C2(OCCO2)c2ccccc21,7.3,-0.1,-1.1,1.3
CCN1C(=O)S/C(=C/c2ccc(Oc3ccc([N+](=O)[O-])cn3)cc2)C1=O,10.3,0.0,-0.4,18.2
Cc1ncc(CO)c(/C=N/NC(=O)CCc2c[nH]c3ccccc23)c1O,-1.1,-0.7,-0.3,-3.3
Cc1ccc(Cn2nnc3c(=O)[nH]c(C(=O)NCC4CCCO4)nc32)cc1 (stereo unspecified),-12.1,-0.2,0.7,-2.5
C=CCn1c(N2CCC(C(=O)NCCCN3CCCC3=O)CC2)nc2ccccc21,3.0,0.5,-0.9,17.6
CC1CCCC(NC(=O)C2N(C3CC3)C(=O)C3C(C(=O)Nc4ccc(F)c(Cl)c4)C4C=CC32O4)C1C (stereo unspecified),-2.2,0.0,-0.6,-1.4

# An excerpt from above in order of SMILES length, falling.
SMILES,TEAD-YAP inh,FBW7 act,GPR151 activ,MITF inh
O=C(c1ccc[n+]([O-])c1)N1CCC2(CC1)CC2C(=O)N1CCc2ccccc2C1 (stereo unspecified),-1.0,-0.1,-1.0,1.1
OCCC1CN(C2CCN(Cc3ccco3)CC2)CCN1Cc1ccccc1F (stereo unspecified),8.7,-0.2,-0.6,-7.7
CCCCc1cc(=O)oc2c(C)c(OCC(N)=O)ccc12,-5.0,0.1,-0.8,15.4

# The list goes on:
SMILES,TEAD-YAP inh,FBW7 act,GPR151 activ,MITF inh
COc1cc2nc(Nc3nc4ccccc4n3C)nc(NCCN3CCOCC3)c2cc1OC,9.8,-0.2,-1.4,10.8
C=CCNc1ncnc2c1cnn2-c1ccc(OC)cc1,-42.1,0.0,-0.5,-1.5
CNc1cc(Nc2cccc(Oc3ccccc3)c2)ncn1,-30.6,-0.2,0.2,1.4
NC(=O)C1(N2CCCCC2)CCN(C2CC(=O)N(Cc3cccs3)C2=O)CC1 (stereo unspecified),-6.5,0.1,0.3,11.2
COc1ccc(N2CCN(C(=O)c3sc4ncnc(N5CCc6ccccc6C5)c4c3C)CC2)cc1,-8.7,0.0,3.2,-4.8
COc1ccc(C(=O)Nc2ccc3oc(-c4ccncc4)nc3c2)cc1Br,5.1,0.7,1.0,2.8
CNC(=O)CCc1nc(-c2ccc(OC)c(OC)c2)no1,-9.3,0.0,1.3,2.8
CSc1ncccc1C(=O)OCC(N)=O,-1.5,0.1,-0.6,11.5
CCCCN(C)S(=O)(=O)c1sc2c(c1C(=O)OC)CCN(Cc1ccccc1)C2,-6.4,0.3,0.5,-3.9
O=C(NCc1ccccc1)c1csc(Nc2ccc(N3CCOCC3)cc2)n1,35.0*,-0.2,-1.0,0.3
COc1cc(CN2CCN(Cc3cc(OC)c4c(c3)OCO4)CC2)cc2c1OCO2,-4.5,-0.2,1.3,54.2*
Nc1nonc1OC1CCCCC1Oc1nonc1N (stereo unspecified),-5.2,0.2,-0.1,-7.0
COc1cc(C2Nc3ccccc3NC3=C2C(=O)CC(c2ccccc2)C3)cc(Br)c1OC (stereo unspecified),2.8,-0.1,-0.1,-18.3
O=C(Cc1ccsc1)OCc1csc(-c2ccccc2)n1,-15.2,0.2,-3.5,-12.9
COc1ccc(C2CC(=O)C3=C(C2)Nc2ccccc2NC3c2cc(OC)c(Br)cc2OC)cc1 (stereo unspecified),-2.7,-0.1,3.2,-2.5
Cc1ccc(C)c(S(=O)(=O)N2CCCOC2CNC(=O)C(=O)NC2CCCC2)c1 (stereo unspecified),-0.1,-0.3,-0.5,1.8
CC(=O)Nc1ccc(NC(=O)CCc2nc3cccnc3n2-c2ccccc2)cc1,7.0,-0.1,0.3,21.0
COc1ccccc1C/C(N)=N/OC(=O)COc1cc(C)cc(C)c1C,-7.4,0.9,-1.5,0.0
CCc1ccc(-n2c(C)nc3cc(C(=O)NCCN4CCOCC4)ccc32)cc1,5.9,0.0,-1.2,12.0
COc1ccc(C(=O)C2CCCN(S(=O)(=O)Cc3ccccc3)C2)c(C)c1 (stereo unspecified),-4.2,0.1,0.3,10.7
O=C(Nc1ccccc1C(F)(F)F)c1nn2c(C(F)(F)F)cc(-c3ccccc3)nc2c1Cl,-2.1,0.1,3.2,-1.8
COc1ccccc1NC(=O)c1c(NCc2ccccn2)sc2c1CCCC2,-2.8,-0.4,0.4,-12.3
CCC(C)NC(=O)Cn1ncc2c(=O)oc3ccc(C)cc3c21 (stereo unspecified),-3.5,0.0,0.7,1.8
O=C(CSc1nc2ccccc2[nH]1)c1c[nH]c2ccccc12,-32.1,-0.1,-1.1,1.5
Cc1ccc(Cl)cc1NC(=O)CN1C(=O)c2ccc([N+](=O)[O-])cc2C1=O,13.6,0.0,-0.1,6.4

# Following part
SMILES,TEAD-YAP inh,FBW7 act,GPR151 activ,MITF inh
CC(C)(C)c1ccc(Oc2ccc(N3C(=O)CCC3=O)cc2)cc1,4.9,0.1,0.0,4.1
CCN(Cc1ccncc1)C(=O)CC1C(=O)NCCN1CC(C)(C)C (stereo unspecified),-3.2,0.1,0.5,10.8
CCOC(=O)c1c(NC(=O)CC)sc2c1CC(C)(C)NC2(C)C,0.0,0.1,-0.2,-0.3
CC(=O)Nc1cccc(-c2cnc3ccc(NCc4ccc(F)cc4)nn23)c1,-3.1,-0.1,-0.3,-19.8
CCOC(=O)CSCc1nc(-c2ccc(C)cc2)oc1C,79.8*,-0.2,0.1,-5.8
Cc1ccc(/C=C2/SC(N3CCC(C(N)=O)CC3)=NC2=O)o1,2.6,0.8,-0.9,23.4
COc1ccc(OC(=O)c2cccc(C(=O)Oc3ccc(OC)cc3)n2)cc1,13.1,0.2,3.0,5.9
O=C(Nc1ccc2c(c1)OCO2)C1CC12CCN(Cc1cnc(-c3ccccc3)s1)CC2 (stereo unspecified),0.1,-0.2,-0.1,-5.4
COCCN(Cc1cccnc1)C(Cc1ccccc1)C1CCN(Cc2cnn(C)c2)CC1 (stereo unspecified),5.7,7.6*,2.2,-4.5
Cc1cc(N)n(-c2cc(C)c3ccccc3n2)n1,-30.9,-0.2,1.5,2.1
O=C(O)C1CC1C(=O)N1CCC2(CC1)OCc1cc(-c3ccc(Cl)cc3)ccc1O2 (stereo unspecified),-51.9,0.3,0.3,15.6
CS(=O)(=O)N1CCN(C(=O)CCCOc2ccc(Cl)cc2Cl)CC1,-12.7,-0.3,2.3,11.2
Cc1ccc(C)c(OC(=O)C(C)N2C(=O)C3C4C=CC(C5CC45)C3C2=O)c1 (stereo unspecified),-3.6,-0.2,0.5,-2.0
COCCCNC(=O)c1nc2c(nnn2Cc2cccc(Cl)c2)c(=O)[nH]1,1.8,-0.1,0.1,3.7
CCc1nn(CC(=O)NCCN(C(C)C)C(C)C)c(=O)c2cc3occc3n12,5.1,0.0,-1.1,-3.2
O=C(Nc1cccc(Br)c1)c1cc([N+](=O)[O-])ccc1Cl,21.4,-0.1,-0.3,5.7
C=CCn1c(=S)[nH]c2cc(C(=O)N3CCN(C(=O)OCC)CC3)ccc2c1=O,-4.1,-0.2,-1.3,-3.1
O=C(O)C1C(c2ccccc2)C(C(=O)Oc2cccc3ccccc23)C1c1ccccc1 (stereo unspecified),-0.6,0.1,-0.9,-9.8
CC1=NN(c2nc(-c3cccc([N+](=O)[O-])c3)cs2)C(=O)C1C(c1ccccc1)C(C#N)C(N)=O (stereo unspecified),24.0,0.3,-0.3,26.3
O=C(Nc1ccc2c(c1)C(=O)NC2=O)c1ccc(S(=O)(=O)N2CCc3ccccc32)cc1,2.2,-0.1,2.5,8.9
CCN1CCN(C(=O)c2cnn(-c3ncc4c(n3)-c3cc(OC)ccc3CC4)c2C)CC1,-5.1,-0.2,-1.2,7.0
N#CCCCN1CCC2(CC1)c1[nH]c3ccc(F)cc3c1CCN2C=O,-4.2,-0.2,0.4,-2.9
